TDP1 cell CPT: DT40-hTDP1 cell growth loss with CPT. chicken DT40 Tdp1-/-;hTDP1 cells + 20 nM CPT, ATP luminescence, 48 h. Potency, µM (series often up to 46.2 µM), inactives show top-dose activity change, negative = growth inhibition, most hits filed as inhibitors. hit rate 12% among 420,000. AID 686979; also: nearly all actives have a fitted effect of over 55% in size
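Chicken DT40 Tdp1-/- cells stably complemented with human TDP1 were seeded at 400 cells/well in medium containing 20 nM camptothecin, exposed to pin-transferred compounds, and grown at 37 °C for at least 48 hr. Viability was read as ATP luminescence.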
N370S GC: inhibitors or activators of N370S glucocerebrosidase for Gaucher disease | P04062 | N370S GC spleen homogenate, 4MU-glucoside fluorescence | Potency, µM (titrated, usually from 59.4 µM), for the others: at the highest dose activity change, negative = inhibition, hits mostly inhibitors | hit rate 0.092% among 330,000 | AID 2101;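 also: 0% = full enzyme activity and -100% = no enzyme basal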
FEN1 inh: human FEN1 inhibition. AID 588795. Potency, µM (top dose mostly 114 µM), for the others: at the highest dose activity change, negative = inhibition, usual class: inhibitors. hit rate 0.35% among 390,000. Recombinant FEN1 flap cleavage, fluorescence, 15 min; also: nearly all actives have a fitted effect of over 65% in size
Target sequence (P39748 whole entry, looked up): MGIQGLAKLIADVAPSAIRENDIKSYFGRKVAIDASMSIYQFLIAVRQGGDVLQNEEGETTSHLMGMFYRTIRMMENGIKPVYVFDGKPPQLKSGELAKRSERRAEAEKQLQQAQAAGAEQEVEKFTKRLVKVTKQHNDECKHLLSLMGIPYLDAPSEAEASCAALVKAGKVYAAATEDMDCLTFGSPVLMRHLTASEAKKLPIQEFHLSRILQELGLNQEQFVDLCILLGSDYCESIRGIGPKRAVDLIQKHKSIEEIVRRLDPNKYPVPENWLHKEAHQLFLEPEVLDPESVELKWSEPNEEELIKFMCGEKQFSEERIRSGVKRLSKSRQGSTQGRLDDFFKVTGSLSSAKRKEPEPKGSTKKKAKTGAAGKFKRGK
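FEN1 at 10 nM, compound pretreatment for 15 min (room temperature), 50 nM final substrate to initiate; endpoint reads at 0 and 15 min; DMSO-only plates used as vehicle background.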
* = called active by the depositor; ? = inconclusive; . = not tested or not shown; & = joins results of further samples; [ ] = another dose, or the depositor's remark. Calls follow the shape of the dose curve; as a rule, active = well fitted curve in the direction sought with a large enough effect; inconclusive = small, poorly fitted or top-dose-only effect, or another doubt; inactive = no such curve, though single readings can be large; an effect the other way counts as inactive or inconclusive. Unless noted, % is scaled to controls: 0 for no effect and ±100 for the full control effect; potency is read from the fitted curve at half-maximal effect. Some of the compounds tested (hit frequency here may not be typical).

molecule | TDP1 cell CPT | N370S GC | FEN1 inh
Cc1ccc(OCC(=O)Nc2ccc3c(c2)OCO3)cc1C | -6% | 24% | 10%
COc1ccc(NC(=O)Cn2nnc3sc4c(c3c2=O)CCCC4)cc1 | -23% | . | -2%
Cc1cc(C)n(Cc2ccc(C(=O)NCCC3=CCCCC3)o2)n1 | ? | 7% | -13%
CCOC(=O)C1=C(C)N(C)C(=O)NC1c1cccc([N+](=O)[O-])c1 (stereo unspecified) | -29% | . | -3%
COc1ccccc1-c1nc(-c2ccc(Br)cc2)no1 | -24% | 14% | -15%
COC(=O)c1cccnc1NC(=S)NNC(=O)c1ccncc1 | 1% | -4% | -7%
CCN(CCO)C(=O)c1ccc2nc(Cc3cccc(Cl)c3)oc2c1 | 0% | -7% | -3%
CC(C)CC(C(=O)OCC(=O)N1CCN(c2ccccc2)CC1)N1C(=O)c2ccccc2C1=O (stereo unspecified) | ? | . | -5%

molecule | TDP1 cell CPT | N370S GC | FEN1 inh
S=C(Nc1ccccc1Cl)N(CCCN1CCOCC1)Cc1ccco1 | 0% | -11% | -3%
CC(=O)N/N=C(\C)c1ccc2c(c1)OCCO2 | -15% | 0% | 1%
O=C(NC(=S)N1CCCC1)c1ccc(Cl)cc1 | -17% | 0% | 21%
Cc1ccc(Nc2c(-c3ccco3)nc3ccccn23)cc1 | -14% | 2% | -15%
Cc1cc(SCC(=O)Nc2cccc(S(=O)(=O)NC3=NCCCCC3)c2)nc2ccccc12 | ? | 16% | -18%
N#Cc1ccc(C(=O)Nc2cccc3ccccc23)c(F)c1 | 28% | -7% | -3%
CCC(C)N1C(=O)N(c2cccc(Cl)c2)C(C)(O)CC1(C)C (stereo unspecified) | ? | 2% | -4%
COCC(C)NC(=O)c1ccc2nc(-c3ccccc3)c(-c3ccccc3)nc2c1 (stereo unspecified) | ? | ? | -7%

molecule | TDP1 cell CPT | N370S GC | FEN1 inh
CCOC1(C)OCC(=O)[C@]2(CCC3C4CCC5=CC(=O)C=CC5(C)C4C(=O)CC32C)O1 (stereo partly specified) | -4% | -9% | -8%
O=C(NC(NC(=O)c1c(F)cccc1F)c1ccc([N+](=O)[O-])cc1)c1c(F)cccc1F | -6% | 3% | -5%
CC(C)Oc1ccc(/C=N/NC(=O)c2nnn(-c3nonc3N)c2CN(C)c2ccccc2)cc1 | ? | ? | -21%
CC1CCC2(CC1)NC(=O)N(CC(=O)NC1(C#N)CCCCC1)C2=O (stereo unspecified) | 15% | -3% | 0%
CCN(C(=O)Cc1ccccc1OC)c1nnc(-c2ccncc2)s1 | ? | -10% | 11%
Clc1ccc2c(c1)C1CC2CCN1Cc1ccccc1 (stereo unspecified) | -5% | . | -1%
O=C(NCc1ccc(F)cc1)C1CCC(CNS(=O)(=O)c2cccs2)CC1 (stereo unspecified) | 4% | -12% | -2%
O=C(CSc1nnc(-c2ccccc2)c(-c2ccccc2)n1)Nc1ccc(Br)cn1 | ? | 21% | -9%

A different layout for some results above.
CCC(C)N1C(=O)N(c2cccc(Cl)c2)C(C)(O)CC1(C)C (stereo unspecified)
  TDP1 cell CPT: ? | N370S GC: 2% | FEN1 inh: -4%

N#Cc1ccc(C(=O)Nc2cccc3ccccc23)c(F)c1
  TDP1 cell CPT: 28% | N370S GC: -7% | FEN1 inh: -3%

Next section
molecule | TDP1 cell CPT | N370S GC | FEN1 inh
COc1c(Cl)cc(C(=O)O)cc1Cl | -1% | . | 1%
O=C(COc1ncnc2c(Cl)cc(Cl)cc12)NCCC1=CCCCC1 | 0% | 2% | -1%
CCCc1nn(C)c(C(=O)Nc2cccc3ccccc23)c1Cl | ? | 14% | 0%
Cn1c(SCC(=O)Nc2nccs2)nnc1-c1ccc(S(=O)(=O)N2CCCC2)cc1 | -10% | -14% | 4%
O=C1C=C(c2ccc3c(c2)oc2ccccc23)C[C@@H](c2ccc3c(c2)OCO3)C1 | ? | . | 0%
O=C(NC(=S)N1CCCCCC1)c1cccc([N+](=O)[O-])c1 | ? | . | 18%
Cc1c(Cl)cccc1NC(=S)/C(=C(\[O-])c1ccc(Cl)s1)[n+]1ccccc1 | -22% | ? | -12%
Cc1nc(SCC(=O)Nc2ccc3c(c2)OCO3)c(C#N)c2c1CCCC2 | 21µM* | 8% | -3%

molecule | TDP1 cell CPT | N370S GC | FEN1 inh
CC(=O)N1CCc2c(sc(NC(=O)CCS(=O)(=O)c3ccc(C)cc3)c2C#N)C1 | ? | 2% | 11%
COc1cc(OC)c2c(C)cc(=O)oc2c1C(CCN1CCCCC1)c1ccc(N(C)C)cc1 (stereo unspecified) | . | -9% | -18%
CCOC(=O)C1C(=O)CC(C)(O)C(C(=O)OCC)C1c1ccc(F)cc1 (stereo unspecified) | -8% | 3% | -3%
Cn1c(=O)c2c(nc(NCc3ccco3)n2C/C=C/c2ccccc2)n(C)c1=O | 1.5µM* | 5%[2.35 µM] | -7%
Cc1ccc(Cl)cc1NC(=O)C1CCCN1S(=O)(=O)c1ccc(-c2ccc(=O)[nH]n2)s1 (stereo unspecified) | -25% | ? | -4%
CC(=O)NCC12CC3CC(C1)CC(C(=O)O)(C3)C2 | -14% | 10% | 6%
COc1ccc(CCNC(=S)N2CCC(C(N)=O)CC2)cc1 | -14% | -6% | 7%
O=C(Cn1ccc([N+](=O)[O-])n1)Nc1nccs1 | -4% | -2% | 4%

molecule | TDP1 cell CPT | N370S GC | FEN1 inh
O=C(CSc1nc(O)cc(=O)[nH]1)N1CCOCC1 | -5% | 3% | 2%
Cn1c(CNC(=O)c2ccccc2F)nnc1SCC(=O)c1ccccc1 | 10% | -3% | -3%
OCCN(CC#CCC(O)(c1ccccc1)C1CCCC1)CCO (stereo unspecified) | 13% | -8% | -4%
CSc1nnc([C@@H](NC(=O)OC(C)(C)C)C(C)C)o1 | 6% | 13% | -2%
CCOC(=O)N1CCN(C(=O)CN(c2ccc(OC)cc2)S(C)(=O)=O)CC1 | -3% | 2% | 1%
CCNc1ncc2nc(C)c(=O)n(C[C@H]3CCCO3)c2n1 | ? | ? | .
CC(C)NC(=O)CSCc1c(F)cccc1Cl | -1% | 8% | -14%
CSCCC(NS(=O)(=O)c1ccccc1F)C(=O)NCC(c1ccc(F)cc1)N1CCOCC1 (stereo unspecified) | 5% | -1% | 5%

Compounds shown so far with an NH in an aromatic ring:
molecule | TDP1 cell CPT | N370S GC | FEN1 inh
Cc1ccc(Cl)cc1NC(=O)C1CCCN1S(=O)(=O)c1ccc(-c2ccc(=O)[nH]n2)s1 (stereo unspecified) | -25% | ? | -4%
O=C(CSc1nc(O)cc(=O)[nH]1)N1CCOCC1 | -5% | 3% | 2%

Next entries:
molecule | TDP1 cell CPT | N370S GC | FEN1 inh
Cc1c(NS(=O)(=O)c2ccc(C(=O)N(C)Cc3cccc(Cl)c3Cl)cc2)c(=O)n(-c2ccccc2)n1C | -25% | . | -8%
COc1nc(-c2ccccc2)nc(-c2ccccc2)c1C | -8% | . | 16%
COC(=O)c1ccc(S(=O)(=O)N2CCCC2)o1 | 0% | 5% | 0%
CCN=C1SC(CC(=O)NCc2ccccc2)C(=O)N1CC (stereo unspecified) | 1% | -9% | -1%
COc1ccc([C@H]2CC(=O)C=C(c3cc(C=O)ccc3OC)C2)cc1 | 4.6µM* | . | -1%
CCOc1ccc(-c2[nH]ncc2Oc2cccc(OC)c2)c(O)c1 | ? | 7% | -22%
CC1(C)CC(=O)C=C(c2ccc3c(c2)OCO3)C1 | -25% | . | 10%
COc1ccc(CNC(=O)C2CCN(S(C)(=O)=O)CC2)c(OC)c1 | -3% | -1% | 19%

molecule | TDP1 cell CPT | N370S GC | FEN1 inh
CCN(CC)S(=O)(=O)c1ccc(C)c(NC(=O)CN2C(=O)NC3(CCCC3)C2=O)c1 | -11% | -3% | -3%
NS(=O)(=O)c1ccc(CNC(=O)Cc2cccs2)cc1 | 19% | -21% | -20%
COc1cccc(C(=O)N2CCN(Cc3cc(Br)ccc3OC)CC2)c1 | ? | -3% | -2%
Cc1ccc(S(=O)(=O)N(CCC(=O)NCc2ccc(S(N)(=O)=O)cc2)c2ccccc2)cc1 | 0% | -11% | 2%
CCOC(=O)C1(CC2CC2)CCN(C(=O)c2ocnc2C)CC1 | -17% | -7% | 3%
CC1(C)C(=O)Nc2ccccc2N1C(=O)COC(=O)c1cc(S(C)(=O)=O)ccc1Cl | -5% | 6% | -10%
COc1cccc(/C=C2\SC(=S)N(CCC(=O)N3CCCCC3)C2=O)c1 | 6.5µM* | 0% | 7%
Cc1ccc(CN2C(=O)CN(C3CCC(C)CC3)C(=O)C2c2ccc(F)cc2)cc1 (stereo unspecified) | -28% | . | 1%

molecule | TDP1 cell CPT | N370S GC | FEN1 inh
COc1ccc(C(=O)CC(=O)C(=O)Nc2cc(OC)c(OC)c(OC)c2)cc1 | -22% | -16% | -19%
CC1(C)Cc2c(sc3[nH]c(=S)[nH]c(=O)c23)CO1 | -3% | 12% | 7%
O=C(OCc1nnc(-c2ccccc2)o1)c1ccc2c(c1)OCCO2 | -14% | . | 10%
O=C(O)Cc1sc(N/N=C\c2ccccc2)nc1-c1ccccc1 | -9% | -1% | -17%
O=C(NNc1nc(-c2ccccc2)cs1)c1cccs1 | ? | 4% | 2%
CC1=CC(C)C2C(=O)N(O)C(=O)C2C1 (stereo unspecified) | -10% | 20% | -7%
O=C(Nc1ccc2oc(-c3ccc4ccccc4c3)nc2c1)c1cccs1 | ? | -5% | 6%
CCc1ccc(-n2nc(C)c3c(C)cc(=O)n(Cc4nc(-c5ccccc5)oc4C)c32)cc1 | ? | . | 6%

molecule | TDP1 cell CPT | N370S GC | FEN1 inh
CCOC(=O)CSc1nc2c(cnn2-c2ccc(C)cc2)c(=O)[nH]1 | -23% | 7% | -9%
Cc1ccc(NC2=CC(c3ccccc3F)N(c3ccc(C)cc3)C2=O)cc1 (stereo unspecified) | -29% | . | -18%
S=C(Nc1ccccc1Cl)N1CCCCC1 | 2% | 3% | -1%
O=C(c1ccccc1)N1CN2CN(C(=O)c3ccccc3)CC([N+](=O)[O-])(C2)C1 | 9% | 5% | -8%
CSc1cccc(NC(=S)N(Cc2ccccc2)Cc2cccnc2)c1 | -19% | -12% | -17%
CCC(C)(O)c1[nH]c2ccc(C(F)(F)F)cc2c1C (stereo unspecified) | ? | -1% | 0%
CCCc1ccc(C(=O)NNc2ccc(F)cc2)cc1 | -3% | -4% | -2%
CCc1ccc(C2c3c(oc4cc(C)c(C)cc4c3=O)C(=O)N2c2nc(C)c(C(=O)OC)s2)cc1 (stereo unspecified) | 1% | . | 16%

molecule | TDP1 cell CPT | N370S GC | FEN1 inh
COc1ccc([C@@H]2[C@@H]3C(=O)N(C(C)(C)C)C(=O)[C@@H]3[C@]3(Cc4ccccc4)C(=O)N(c4ccc(Br)cc4)C(=O)N23)cc1 | 23µM* | -16% | -4%
COC(=O)CN1C(=O)CSc2ccc(S(=O)(=O)Nc3cccc(C)c3)cc21 | ? | . | 10%
Cc1ccc2c(c1)sc1nc(=O)n(-c3cccc(Cl)c3)c(=O)n12 | ? | 1% | 14%&-1%
CCCC12CN3CCN(CC(C3)/C1=N\NC(=O)c1ccccc1N)C2 | 6% | -8% | 0%
COC(=O)CCC(=O)NC(=S)Nc1ccc(S(=O)(=O)N2CCCC2)cc1 | -1% | 3% | 19%
C=CCSc1nnc(-c2cc(Br)ccc2N)c(=O)[nH]1 | -13% | -5% | 15%
CCCn1c(=O)c2c(nc(Br)n2CCC)n(C)c1=O | -23% | 7% | -14%
O=C(Nc1ccnn1C1CCN(CCCc2ccccc2)CC1)c1ccccc1 | -6% | -10% | -3%

molecule | TDP1 cell CPT | N370S GC | FEN1 inh
Cc1ccc(Cn2ncn3c(cc4ccccc43)c2=O)cc1 | ? | 2% | -2%
O=C(N/N=C/c1ccccc1)c1cccc2ccccc12 | ? | . | 15%
CC(C)(C)OC(=O)N1CCC(NC(=O)c2nc[nH]c2C(=O)N2CCc3ccccc3C2)CC1 | ? | . | 12%
Cn1c(C(C(=O)NCC2CCCO2)N(CCc2ccccc2)C(=O)Cn2nnc3ccccc32)nc2ccccc21 (stereo unspecified) | ? | 24% | 5%
Cc1cccn2c(=O)c3cc(C(=O)NCC4CCCO4)c(=N)n(C4CCCC4)c3nc12 (stereo unspecified) | 0% | ? | -17%
CCOC(=O)N1CCN(C(=O)c2ccc(N(Cc3ccccc3)S(C)(=O)=O)cc2)CC1 | -21% | -2%[12.8 µM] | -2%
CCC(C)(C(=O)NC1CCCCC1)N(Cc1ccco1)C(=O)Cc1cccs1 (stereo unspecified) | ? | -1%[12.8 µM] | 9%

Part of the list above, showing only TDP1 cell CPT.
smiles | TDP1 cell CPT
Cn1c(C(C(=O)NCC2CCCO2)N(CCc2ccccc2)C(=O)Cn2nnc3ccccc32)nc2ccccc21 (stereo unspecified) | ?
CCC(C)(C(=O)NC1CCCCC1)N(Cc1ccco1)C(=O)Cc1cccs1 (stereo unspecified) | ?
Cc1cccn2c(=O)c3cc(C(=O)NCC4CCCO4)c(=N)n(C4CCCC4)c3nc12 (stereo unspecified) | 0%
Cc1ccc(Cn2ncn3c(cc4ccccc43)c2=O)cc1 | ?
CCOC(=O)N1CCN(C(=O)c2ccc(N(Cc3ccccc3)S(C)(=O)=O)cc2)CC1 | -21%
